ABCB1 block: blocks JC-1 efflux by human ABCB1 transporter; P08183; CCRF-Adr cells, flow cytometry; inhibition, % at 6.6 µM; hit rate 0.067% among 190,000; AID 1326; in the data active = inhibition above about 40%;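 also: 0% = vehicle and 100% = reference inhibitor; higher value means more JC-1 retained so stronger ABCB1 efflux block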
ABCG2 inh: human ABCG2 inhibition, ABCB1 as counter-screen; Q9UNQ0; IgMXP3 cells, JC-1 efflux, flow cytometry; inhibition, % at 6.6 µM; hit rate 0.1% among 190,000;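 active = inhibition above 80%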;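 also: 0% = DMSO and 100% = nicardipine control wells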
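Measure – % inhibition of efflux relative to nicardipine and DMSO · Test system – ABCG2 IgMXP3 and barcoded ABCB1 CCRF-Adr cell mix · Control set – nicardipine as high control, DMSO as low control · Compound – one concentration, 6.6 µM final · Signal – flow cytometry of retained JC-1 fluorescence · Timing – 10 min exposure at 25 °C with rotation, no wash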
Bcl-B Bim block: human Bim-Bcl-B interaction inhibition. bead-based flow cytometry, Bim peptide-Bcl-B binding. AID 951. hit rate 0.073% among 190,000. Q9HD36. inhibition, % at 10 µM;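 also: 0% = tracer peptide without compound and 100% = reference inhibitor peptide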
Target sequence (Q9HD36 whole entry, looked up): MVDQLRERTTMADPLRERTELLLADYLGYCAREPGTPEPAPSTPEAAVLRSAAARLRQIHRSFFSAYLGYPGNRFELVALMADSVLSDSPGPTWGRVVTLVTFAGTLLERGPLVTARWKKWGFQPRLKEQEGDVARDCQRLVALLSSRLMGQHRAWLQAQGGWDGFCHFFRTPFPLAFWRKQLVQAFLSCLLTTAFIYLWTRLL
Bcl-2 Bim block: human Bim-Bcl-2 interaction inhibition; inhibition, % at 10 µM; hit rate 0.06% among 190,000; AID 950; P10415; Bead-based flow cytometry, Bim peptide-Bcl-2 binding; in the data active = inhibition above about 40%; inconclusive = no clear call, values can overlap the other calls;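 also: 0% = no compound wells with probe peptide and 100% = reference peptide inhibitor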
Target sequence (P10415 whole entry, looked up): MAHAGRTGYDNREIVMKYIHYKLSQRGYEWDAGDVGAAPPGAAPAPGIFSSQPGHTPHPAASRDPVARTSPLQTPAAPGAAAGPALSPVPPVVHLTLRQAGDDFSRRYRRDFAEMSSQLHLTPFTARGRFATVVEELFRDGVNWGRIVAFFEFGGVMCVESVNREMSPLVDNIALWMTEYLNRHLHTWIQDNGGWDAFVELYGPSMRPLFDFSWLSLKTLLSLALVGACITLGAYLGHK
Bim-Bcl-XL: disrupts Bim peptide binding to human Bcl-XL | bead flow cytometry, fluorescence | hit rate 0.04% among 190,000 | Q07817 | inhibition, % at 10 µM
Bcl-W Bim block: disrupts Bim peptide binding to human Bcl-W. Q92843. bead-based flow cytometry. inhibition, % at 10 µM. hit rate 0.02% among 190,000. AID 952;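 also: 0% = bound tracer without compound and 100% = peptide blocker; higher means less fluorescent Bim peptide bound to Bcl-W beads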
Target sequence (Q92843 whole entry, looked up): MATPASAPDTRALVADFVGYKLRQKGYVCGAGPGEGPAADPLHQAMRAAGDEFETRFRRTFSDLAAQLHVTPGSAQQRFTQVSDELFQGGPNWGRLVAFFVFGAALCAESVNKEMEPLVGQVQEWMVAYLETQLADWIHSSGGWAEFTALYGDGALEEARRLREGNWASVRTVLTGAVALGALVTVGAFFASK
GSH fluor: GSH bead compound fluorescence profile. fluorescence (KMESF) at 10 µM. hit rate 0.25% among 190,000. GSH beads flow cytometry, compound fluorescence 488/530 nm; active compounds read high; in the data active = fluorescence above about 89;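 also: glutathione beads carrying GST-tagged Bcl family fusion proteins plus one bare bead set; values are compound well signal with DMSO vehicle wells as background; inactives centre near 16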
RGS8-Gao: human RGS8-Galphao interaction regulation | P09471 | hit rate 0.34% among 220,000 | multiplexed bead flow cytometry, RGS8-Galphao binding; actives lie on both sides | response (percent of control binding), % at 10 µM | AID 1423; in the data active = response below about 60% or above about 140%; inactive = in between;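 also: Galphao activated as the GDP aluminium fluoride complex binding bead-coupled RGS8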
RGS7-Gao: human RGS7-Galphao interaction regulation; P09471; Multiplexed bead flow cytometry, RGS7-Galphao binding; actives lie on both sides; binding response (% of control), % at 10 µM; hit rate 0.35% among 220,000; AID 1439; in the data active = binding response below about 49% or above about 150%; inconclusive = no clear call, values can overlap the other calls; inactive = in between;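 also: fluorescent Galphao held in activated GDP-AlF4 state binding bead-coupled RGS7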
RGS4-Gao reg: modulates binding of RGS4 to human Galphao. Multiplexed bead flow cytometry; actives lie on both sides. binding response (% of control), % at 10 µM. hit rate 0.33% among 220,000; in the data active = binding response below about 49% or above about 150%; inactive = in between;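 also: fluorescent Galphao activated with aluminum fluoride binding bead-coupled RGS4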
Bim-Bfl-1: inhibitors of Bim-Bfl-1 interaction, human. Bead-based flow cytometry, Bim-Bfl-1 binding inhibition. hit rate 0.12% among 190,000. inhibition, % at 10 µM. AID 1008. Q16548;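 also: 0% = wells without compound plus tracer and 100% = blocker peptide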
* marks the source's active call; other numbers are inactive results; ? = inconclusive; nt = not tested or not shown. Rule as the data show it, unless noted: active = inhibition above about 40%.

SMILES | ABCB1 block | ABCG2 inh | Bcl-B Bim block | Bcl-2 Bim block | Bim-Bcl-XL | Bcl-W Bim block | GSH fluor | RGS8-Gao | RGS7-Gao | RGS4-Gao reg | Bim-Bfl-1
CC(=O)N/C(=N/c1nc(C)cc(C)n1)Nc1ccc(NC(C)=O)cc1 | 0.8 | 9 | 31 | 6 | 2 | 4 | 20 | 126 | 101 | 106 | 3
CCNC(=O)NC(=O)COC(=O)CCc1nc(=O)c2ccccc2n1C | 0.4 | 7 | -3 | 0 | -5 | 1 | 69 | 101 | 100 | 101 | 0
O=C(Nc1ccon1)c1ccc(OC2CCCC2)cc1 | -0.2 | 5 | 0 | -1 | 0 | 0 | 7 | 80 | 92 | 93 | 1
O=c1c(-c2ccccc2)c(O)c2c(n1-c1ccccc1)CCCC2 | 0.5 | 0 | -3 | 4 | -1 | 0 | 11 | 95 | 101 | 99 | 1
CCN(CC)c1ncnc2ccc(Br)cc12 | -0.2 | 0 | 0 | 2 | -2 | 0 | 10 | 100 | 100 | 101 | -1
CC(=O)Oc1ccc(C2C3=C(CC(C)(C)CC3=O)Nc3cc4c(cc32)OCCO4)cc1 (stereo not given) | 1.2 | 3 | 2 | 5 | -1 | -4 | 18 | 102 | ? | 98 | 2
Cc1cc(Nc2cccc(F)c2)n2c(n1)nc1ccccc12 | 0.0 | 0 | -1 | -5 | -3 | 1 | 55 | 100 | 102 | 101 | -6
OCCNc1nc(SCc2ccccc2)nc2sc3c(c12)CCC3 | 1.0 | 8 | -6 | 1 | -2 | 4 | 8 | 97 | 105 | 94 | 10
O=C(CNC(=S)N(Cc1ccccc1)Cc1cccnc1)NC1CCCCC1 | 1.8 | 3 | -3 | -7 | -2 | -1 | 14 | 109 | 99 | 100 | -17
COc1ccc2c(COC(=O)CC3Sc4ccccc4NC3=O)cc(=O)oc2c1 (stereo not given) | -1.4 | -3 | -2 | -1 | -4 | -1 | 7 | 87 | 95 | 94 | 0
CCOc1ccc(NC(=S)N(CCc2c(C)[nH]c3ccc(C)cc23)Cc2ccncc2)cc1 | 2.7 | 8 | -6 | -3 | -2 | -4 | 18 | nt | nt | nt | 0
COc1ccc(CCNC(=O)COC(=O)COc2ccc(Cl)cc2)cc1OC | 0.6 | 5 | -3 | 0 | 3 | 0 | 15 | 124 | 129 | 130 | -4
Cc1ccc(OCCNC(=O)c2cc(C(=O)NCCOc3ccc(C)cc3)cc([N+](=O)[O-])c2)cc1 | 9.5 | 6 | -4 | -5 | -3 | -2 | 12 | 105 | 102 | 100 | -2
O=c1cc(-c2ccccc2)c2ccc(O)c(CN3CCCCC3)c2o1 | 0.5 | 1 | -11 | -3 | -12 | -4 | 36 | 98 | 100 | 99 | -11
CCC(C)NC(=O)C1CCCN(C(=O)NC2CCCCC2)C1 (stereo not given) | 0.0 | 0 | -2 | 0 | -1 | -1 | 12 | 102 | 101 | 102 | -2
COc1cccc(-c2cc(C(=O)NCCCn3ccnc3)c3ccccc3n2)c1 | 0.8 | 4 | -4 | 2 | 0 | 0 | 8 | 94 | 103 | 100 | 2
O=C(Cn1cnc2ccccc21)NCc1ccccc1 | 0.3 | 1 | -8 | -6 | -4 | 0 | 33 | 101 | 136 | 105 | -9
Cc1ccc(NC(=O)c2c([N+](=O)[O-])c(C(C)(C)C)nn2C)cc1 | 0.2 | 13 | -8 | -1 | -4 | -3 | 13 | 105 | 90 | 90 | -1
CCCCN(C)C(=O)c1cc2cc3cc(OC)ccc3nc2o1 | 1.6 | 7 | -5 | -3 | -4 | -2 | 8 | 101 | 101 | 105 | -8
O=C1CSC(c2ccccc2)N1CC(O)c1ccc([N+](=O)[O-])cc1 (stereo not given) | 0.1 | 1 | -2 | -3 | -4 | 0 | 12 | 103 | 106 | 103 | -3
Cc1cc(C(=O)CSc2nnnn2-c2ccc(O)cc2)c(C)n1Cc1ccc2c(c1)OCO2 | 0.2 | 1 | -4 | 1 | 1 | 4 | 20 | 101 | 100 | 101 | 3
C=CCc1ccccc1OCC(O)CNC (stereo not given) | 0.7 | 5 | 1 | 2 | -3 | 0 | 11 | 105 | 104 | 114 | 0
O=C(NC(C(=O)c1ccccc1)n1cnccc1=O)c1ccccc1 (stereo not given) | 0.4 | 1 | -6 | -1 | -6 | 3 | 4 | 103 | 106 | 101 | -13
CCn1c(N)c(C(N)=O)sc1=S | 3.1 | 8 | -13 | -8 | 5 | -2 | 21 | 104 | 105 | 107 | -5
CCN(c1ccccc1)S(=O)(=O)c1ccc(C(C(=O)OC)C(=O)OC)c([N+](=O)[O-])c1 | 1.4 | 6 | -5 | -4 | -6 | -5 | 18 | 98 | ? | 95 | -7
CN(C)N1C(N)=C(C#N)C(c2cccs2)C2=C1CC(C)(C)CC2=O (stereo not given) | 1.2 | 4 | -2 | -2 | -1 | -2 | 73 | 102 | 98 | 100 | 0
COc1ccc(-c2[nH]ncc2CN2CCC(N3CCSCC3)CC2)cc1F | -0.1 | 0 | -1 | 0 | -3 | -3 | 11 | 95 | 85 | 94 | -7
CCOC(=O)c1c(NC(=O)c2c(Br)cnn2CC)sc(C)c1C | 0.3 | 1 | -11 | 0 | -6 | -4 | 16 | 98 | 99 | 94 | -3
c1cncc(-c2nnc(C3CCCCC3)o2)c1 | 0.6 | 4 | 0 | -1 | 0 | 1 | 20 | 101 | 100 | 102 | 0
CCN1C(=O)c2cccc3c(S(=O)(=O)Nc4nc(C)cs4)ccc1c23 | 0.0 | 1 | 2 | 0 | -3 | 0 | 58 | 98 | 99 | 96 | -3
CCn1c(=O)n(CC(=O)N2CCN(c3ccccc3F)CC2)c(=O)c2ccccc21 | -0.1 | 0 | -9 | -9 | -5 | 0 | 36 | 101 | 100 | 98 | -15
COc1ccc(-c2nnc(SCC(=O)N3c4ccccc4Sc4ccccc43)o2)cc1 | 0.6 | 1 | -2 | 5 | -2 | 1 | 18 | 103 | 103 | 103 | 0
Cc1cc(=O)oc(C)c1C(=O)NCc1ccccn1 | -0.1 | 0 | 0 | 1 | 0 | -1 | 25 | 100 | 95 | 95 | 0
CCOC(=O)C(NC(=O)CC)(Nc1ccc(S(=O)(=O)Nc2ncccn2)cc1)C(F)(F)F (stereo not given) | 0.4 | 6 | -9 | -7 | -4 | 0 | 12 | 95 | 95 | 97 | -13
CCC(C)(C)NC(=O)C(c1ccc(OC)cc1)N(Cc1cccs1)C(=O)CCC(=O)Nc1cc(C)on1 (stereo not given) | 3.2 | 3 | 4 | 11 | 0 | 1 | 18 | 77 | 94 | 91 | 6
CC(NC(=O)c1cccs1)C(=O)NC1=NCCS1 (stereo not given) | -0.1 | 8 | -9 | -4 | -5 | -2 | 35 | 101 | 101 | 102 | -17
COCCNC(=O)c1nn2cccnc2c1Cl | 9.0 | 6 | 1 | 0 | -2 | 0 | 42 | 97 | 102 | 105 | 0
Cn1c(=O)[nH]c(=O)c2c1nc(SCCN1CCOCC1)n2Cc1ccccc1 | 0.1 | 0 | -6 | -4 | -5 | 1 | 8 | 103 | 105 | 102 | -10
Cc1cc(N(C)Cc2ccccc2)nc(-c2ccccc2)n1 | -0.3 | 0 | -5 | -6 | -5 | -5 | 35 | 103 | 100 | 102 | -8
COc1cc(C(=O)OC2CC3CCC2(C)C3(C)C)ccc1OC(C)=O (stereo not given) | -0.1 | 8 | 3 | -2 | 0 | -1 | 24 | 97 | 95 | 93 | 10
O=C(CN1CCN(c2ccc(O)cc2)CC1)NC1CCCc2ccccc21 (stereo not given) | 0.0 | 13 | -4 | 1 | -4 | -1 | 5 | 103 | 103 | 100 | 3
CC(C)OC(=O)/C(=C/c1ccc(Br)cc1)NC(=O)c1ccco1 | -0.6 | 7 | -5 | -3 | -5 | -4 | 12 | 103 | 103 | 103 | 0
CCOC(=O)N1CCC(NC(=O)c2ccc(CS(=O)(=O)c3ccccc3C)o2)CC1 | -0.3 | 0 | 2 | 3 | 6 | 7 | 24 | 100 | 102 | 105 | 6
Cc1ccc(S(=O)(=O)N2CCN(C(=O)N(c3ccccc3)c3ccccc3)CC2)cc1 | 2.3 | 2 | -2 | 0 | -2 | 0 | 10 | 101 | 99 | 97 | 0
CCc1cccc(NC(=O)CS(=O)Cc2nc(-c3ccc(C)cc3)oc2C)c1 (stereo not given) | 0.2 | 3 | -5 | -7 | -1 | 2 | 28 | 106 | 104 | 105 | -8
CCn1c(=O)n(CC)c2cc(S(=O)(=O)Nc3c(C)cccc3C)ccc21 | 1.2 | 1 | -7 | -6 | 0 | 0 | 25 | 100 | 98 | 102 | -11
